Hep lipid drop – modulators of hepatic lipid droplet formation. AID 1656. AML12 mouse hepatocytes, oleate lipid droplets, BODIPY imaging. inhibition, % at 6.5 µM. hit rate 0.4% among 240,000;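 active means lipid droplet intensity inhibited by at least 50%, with more than 500 cells counted; inconclusive means wells with under 300 cells, treated as cytotoxic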
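Assay system: AML12 mouse liver cells | Compound dosing: One dose, 6.5 µM compound | Read-out basis: Droplet intensity reduction, % inhibition | Measured by: Fluorescence imaging, 20x objective, two fields per well | Schedule: Overnight treatment with compound plus oleate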
Autophagy mod – autophagy modulation, high-content screen; hit rate 0.98% among 190,000; MEF GFP-LC3 puncta imaging; test concentration mostly 10 µM; calls only at 10 µM (by protocol); AID 463193;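 active means percentage of spot-positive cells more than 3 SD above its plate mean, without a fluorescence outlier flag or 80% toxicity; inconclusive means no clear call, values can overlap the other calls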;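 further: spot-positive cell cutoff set from DMSO-treated cells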
Insulin prom up – MIN6 insulin promoter up-regulation. hit rate 0.3% among 190,000. MIN6 insulin promoter-GFP reporter, high-content imaging; hits give high values. z-score at 5 µM;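 active means z-score above 3 at 5 µM with at least 500 cells counted in the well; inconclusive means wells under 500 cells, flagged as cytotoxic or low count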
Yfh1-depleted yeast – enhancers of respiration in Yfh1-depleted yeast, dose response, Friedreich's ataxia, plus single-dose screen (AID 1465); one-dose fold induction at 50 µM; EC50 in µM for titrated hits; hit rate 0.074% among 220,000; S. cerevisiae Yfh1-off respiration, WST-1 reduction, 72 h; higher fold induction means a stronger effect;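 active means fold induction of absorbance versus untreated yeast above a set limit, then at least 30% activation at any dose in follow-up; inconclusive means repeats straddling the limit, or above it without dose testing; inactive means fold induction below the set limit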;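 further: activators that raise dye reduction in frataxin-depleted yeast; strong numbers were not always called active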
MT stabilize HCS – stabilizes microtubules in HeLa cells; HeLa tubulin immunostaining HCS, 24 h; share of cells brighter than vehicle mean+2SD; % tubulin-high responders, % at 10 µM; hit rate 0.83% among 200,000; AID 2205;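 active means plate Z-score above 3 for both tubulin-high and condensed-nucleus cell shares, with cell loss under 80%, at 10 µM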;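 further: anti alpha tubulin signal scored within the nucleus-defined area of each cell; some results filed as inactive read as strong as hits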
CSM14.1 death rescue – protection against thapsigargin-triggered cell killing – 384-well, CSM14.1, ATP luminescence, primary screen (AID 1222); CSM14.1 thapsigargin-induced death rescue, ATP luminescence; higher % means a stronger effect; cellular ATP content (survival), % at 20 µM; hits with a dose series show EC50 in µM; 190,000 tested, under 10 active;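 active means EC50 below 50 µM in the dose-response confirmation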;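 further: death triggered by thapsigargin at about 15 µM added after 2 h compound pretreatment; cell ATP read after overnight thapsigargin exposure of roughly 18 to 22 hours; normalized against plate controls of thapsigargin alone and 5% DMSO vehicle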
Dynein cargo inh – blocks dynein driven cargo transport along microtubules; 3617.4 mouse cells, GR-EGFP nuclear translocation imaging; test concentration mostly 20 µM; stimulated with dexamethasone, 1 µM; hits give low values; z-score, hits read low; hit rate 0.47% among 220,000; AID 1381;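 active means plate z-score of nuclear minus cytoplasmic receptor signal below a set negative limit, without overly bright fluorescence or cell loss, cut at about -3.5 in these data, passing the limit was not always enough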;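 further: z-score of nuclear minus cytoplasmic ring GR-EGFP intensity difference per well; some compounds called inactive have numbers as strong as hits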
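Buffer or medium: tet-free medium with charcoal-stripped serum / Also added: dexamethasone agonist, 1.0 µM final, for 30 min / Timing: induction 48 h, compound 1 h, agonist 30 min / Measured by: high-content fluorescence imaging after fixation / Read-out: nuclear-to-cytoplasmic GR-EGFP distribution per well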
M1AAP inhibition – malaria alanyl aminopeptidase activity blockers – biochemical, fluorogenic H-Leu-NHMec substrate, 1536-well (AID 1445); hit rate 0.42% among 220,000; inhibition, % at 30 µM, or IC50 in µM where a hit was titrated; recombinant M1AAP, H-Leu-NHMec fluorogenic kinetic assay; higher % means a stronger effect;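 active means primary inhibition above the hit cutoff, then over 50% inhibition at one or more dose response concentrations, cut at about 23% in these data, passing the limit was not always enough; inconclusive means conflicting primary data, or primary hits not chosen for dose response; inactive means low primary inhibition, or under 50% at every dose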;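 further: plate controls were DMSO full reaction for no effect and no enzyme background for full effect; strong numbers were not always called active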
P. falciparum M17LAP – P. falciparum M17LAP inhibitors, primary screen, biochemical, fluorogenic H-Leu-NHMec substrate, 1536-well (AID 1619). inhibition, % at 30 µM, or IC50 in µM where a hit was titrated. hit rate 0.38% among 220,000. recombinant M17LAP, H-Leu-NHMec fluorogenic kinetic assay; higher % means a stronger effect;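 active means compound inhibiting the enzyme by more than half at any dose during confirmatory dose-response retesting; inconclusive means strong single-dose inhibitors picked by rank but not retested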;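 further: plate controls were full reaction with DMSO carrier for no effect and no enzyme background for full effect; strong numbers were not always called active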
Dynein cargo inh cytoplasmic EGFP – also measured in Dynein cargo inh; calls as there; z-score; measured here: cytoplasmic GR-EGFP intensity; hits give high values
Dynein cargo inh nuclear GR-EGFP – also measured in Dynein cargo inh; calls as there; z-score; measured here: nuclear GR-EGFP intensity;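 lower value marks the stronger effect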
Dynein cargo inh cell count – further read-out of Dynein cargo inh, marked with its call; z-score; measured here: cell count per field
Insulin prom up cell count – also measured in Insulin prom up; calls as there; cell count; measured here: cytotoxicity, nuclei count;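 total cells summed across four imaged fields per well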
Hep lipid drop cells 6.5 µM – recorded beside Hep lipid drop, whose call it bears; cell count; measured here: cell count, cytotoxicity flag;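 cells counted across two imaged fields per well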
MT stabilize HCS Hoechst-high % – also measured in MT stabilize HCS; calls as there; % Hoechst-high responders; measured here: nuclear condensation Hoechst responders;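 share of cells brighter than vehicle mean plus two SD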
MT stabilize HCS cytotoxicity % – also measured in MT stabilize HCS; calls as there; toxicity, %; measured here: cytotoxicity by cell density;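 0% = mean cell density of plate MIN control wells and 100% = no cells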
Autophagy mod cell loss 18 h – recorded beside Autophagy mod, whose call it bears; toxicity, %; measured here: cell loss, nuclei count;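 cell loss after 18 h compound exposure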
Numbers without * were called inactive; i = inactive; ? = inconclusive; . = no result given.

Structure	MT stabilize HCS cytotoxicity %	MT stabilize HCS	Yfh1-depleted yeast	Insulin prom up	Hep lipid drop	Dynein cargo inh	P. falciparum M17LAP	Insulin prom up cell count	Autophagy mod	Dynein cargo inh cytoplasmic EGFP	Hep lipid drop cells 6.5 µM	CSM14.1 death rescue	M1AAP inhibition	Dynein cargo inh cell count	Dynein cargo inh nuclear GR-EGFP	Autophagy mod cell loss 18 h	MT stabilize HCS Hoechst-high %
CC(Oc1ccc(Cl)cc1Cl)/C(N)=N/O (centres undefined)	.	.	i	1.03	2.0	0.0846	-1.6%	1449	.	-0.295	681	.	5.0%	0.344	-0.251	.	.
CCc1nc2c(n1O)CCc1nonc1-2	0.9	3.5	i	?	.	0.0364	-5.2%	.	i	-0.203	.	-1.4%	13.3%	-0.0592	0.264	4.7	3.2
COc1ccc(-c2nc(N)n(S(=O)(=O)c3ccc(C)cc3)n2)cc1	7.0	1.2	i	0.39	3.8	-0.963	-3.8%	1209	i	-0.281	670	0.3%	1.6%	0.916	-0.629	4.1	1.8
CCOC(=O)c1ccc(NC(=O)N2CCN(Cc3ccccc3)CC2)cc1	6.4	3.4	i	.	6.9	0.722	-5.2%	.	i	-0.184	604	1.2%	-2.3%	0.0475	0.397	-30.3	1.7
COc1ccccc1Nc1ccc(C(=O)O)cc1[N+](=O)[O-]	8.7	1.9	i	-0.2	5.8	1.03	16.6%	1107	i	-0.247	743	-0.7%	-4.7%	0.36	0.119	-6.4	2.5
COc1cc(/C=N/NC(=O)CNc2n[nH]c(=O)[nH]c2=O)ccc1OCc1ccccc1	.	.	i	1.2	-8.0	0.0798	0.7%	1390	.	-0.198	655	.	0.3%	0.138	-0.0125	.	.
Cc1ccc(-n2c(-c3ccncc3)nnc2-c2ccco2)cc1	6.9	1.6	i	-0.6	.	-0.878	-0.5%	1042	i	-0.206	.	3.0%	-0.5%	0.685	-0.307	-0.7	2.2
CCOC(=O)N1CCC(NC(=O)c2cc(S(=O)(=O)N3CCCC3)cn2C)CC1	10.8	5.4	i	0.45	.	1.19	0.0%	1547	i	-0.249	.	-4.0%	9.4%	-1.23	0.487	12.0	3.5
COc1ccc(OC)c(NC(=O)COC(=O)/C=C/c2ccccc2Cl)c1	2.1	5.5	i	-0.26	16.3	-0.256	-6.3%	1406	i	-0.277	713	0.0%	-6.2%	0.377	-0.378	-8.3	3.0
Cn1c(=O)c2c(ncn2CC(=O)Nc2nc3ccc(F)cc3s2)n(C)c1=O	7.7	2.4	i	0.05	2.2	0.184	-0.7%	967	i	-0.232	791	-3.5%	6.0%	0.369	0.181	-10.8	1.4

Structure	MT stabilize HCS cytotoxicity %	MT stabilize HCS	Yfh1-depleted yeast	Insulin prom up	Hep lipid drop	Dynein cargo inh	P. falciparum M17LAP	Insulin prom up cell count	Autophagy mod	Dynein cargo inh cytoplasmic EGFP	Hep lipid drop cells 6.5 µM	CSM14.1 death rescue	M1AAP inhibition	Dynein cargo inh cell count	Dynein cargo inh nuclear GR-EGFP	Autophagy mod cell loss 18 h	MT stabilize HCS Hoechst-high %
Cc1noc(COc2ccccc2OCc2onc(C)c2Cl)c1Cl	8.1	2.6	i	-1.16	-51.5	-0.224	-8.7%	860	i	-0.269	765	1.3%	4.3%	-0.36	0.0191	-0.3	2.5
Cc1nn(CC(N)=O)c(=O)c2ccccc12	6.1	4.2	i	-2.52	.	-0.829	-4.5%	893	i	-0.251	.	-1.8%	3.0%	0.502	-0.107	24.3	0.6
Cc1c(NC(=O)c2cc(-n3cnnc3)ccc2Cl)cccc1-c1nc2ccccc2s1	1.2	2.4	i	0.57	-7.9	-0.273	-3.9%	1857	i	0.763	397	-3.1%	-0.1%	0.0391	-0.081	6.4	1.1
C=CCN1N=C(/C=C/c2ccccc2)CCC1=O	7.3	4.6	i	1.53	1.5	-1.53	18.7%	1138	i	-0.272	700	-0.9%	7.5%	1.09	-0.974	5.2	1.8
CCn1c(O)c(N=NC(=O)Cn2ccc(C(F)(F)F)n2)c2ccccc21	6.2	5.5	i	0.05	-16.3	-0.0273	4.6%	1307	i	-0.245	644	-3.4%	5.0%	0.728	0.0549	-19.5	1.4
COc1ccccc1CNC(=O)c1ccc(CNc2c(N3CCCC3)c(=O)c2=O)cc1	8.1	5.5	i	.	13.2	-0.399	12.8%	.	i	-0.218	689	.	4.1%	0.523	0.052	0.1	2.4
COc1ccc(-n2c(=O)c3c4c(sc3n(CC(=O)Nc3cc(C)[nH]n3)c2=O)CCC4)c(OC)c1	5.0	3.1	i	0.86	51.2*	-0.2	5.3%	1210	i	-0.172	736*	2.0%	2.3%	0.228	0.416	-2.1	2.6
Cc1ccc(S(=O)(=O)c2c(N)n(CC3CCOC3)c3nc4ccccc4nc23)cc1 (centres undefined)	11.6	2.0	i	0.17	30.6	2.77	-9.2%	723	i	-0.147	737	2.8%	16.3%	-1.25	1.52	-1.7	2.3
COc1ccc(Oc2nnc(-c3ccccc3)cc2C#N)cc1	3.7	2.4	i	-0.69	.	0.147	-7.8%	1654	i	-0.109	.	0.7%	-2.8%	0.382	-0.156	6.5	0.8
COc1ccc(-n2c(=S)[nH]c3cc(C(=O)NCCCN4CCCC4=O)ccc3c2=O)c(OC)c1	9.1	2.1	i	0.41	12.4	-0.0932	0.0%	875	i	-0.116	788	-1.6%	9.3%	0.25	0.0945	-6.1	1.7

Structure	MT stabilize HCS cytotoxicity %	MT stabilize HCS	Yfh1-depleted yeast	Insulin prom up	Hep lipid drop	Dynein cargo inh	P. falciparum M17LAP	Insulin prom up cell count	Autophagy mod	Dynein cargo inh cytoplasmic EGFP	Hep lipid drop cells 6.5 µM	CSM14.1 death rescue	M1AAP inhibition	Dynein cargo inh cell count	Dynein cargo inh nuclear GR-EGFP	Autophagy mod cell loss 18 h	MT stabilize HCS Hoechst-high %
COc1cc(NC(=S)Nc2ccccn2)cc(OC)c1	5.6	3.9	i	0.06	38.9	-1.4	-12.4%	1106	i	-0.257	664	-1.1%	-4.1%	1.11	-0.483	2.1	2.5
COc1cc(CNn2nnnc2N)cc(Br)c1OCC(=O)NC(C)(C)C	11.8	2.5	i	-0.39	.	-0.00604	-0.7%	1392	i	-0.187	.	-0.4%	7.8%	-0.274	0.154	10.4	1.9
Cc1ccc(C(=O)NC(C)c2ccccc2)cc1Br (centres undefined)	4.9	1.8	i	0.12	10.2	-0.622	-7.0%	1248	i	-0.317	581	-0.3%	-3.8%	1.04	-0.742	0.9	2.1
CCS(=O)(=O)N1CCN(c2cc3c(cc2[N+](=O)[O-])n(C)c(=O)n3C)CC1	6.2	4.1	i	0.69	-3.3	2.6	-4.9%	1129	i	-0.152	754	-2.2%	9.0%	-1.58	1.63	-26.1	1.6
Cc1ccc(S(=O)(=O)ON=C2CCN(S(=O)(=O)c3ccccc3)CC2)cc1	13.5	2.1	i	.	.	-0.766	5.0%	.	i	-0.189	.	0.2%	-1.9%	1.6	-0.647	1.3	2.3
Cc1cccc(C)c1NC(=S)N(CCN1CCCCCC1)Cc1ccco1	9.8	3.8	i	-0.69	-16.2	-0.975	-4.5%	1256	i	-0.116	699	0.9%	-0.1%	0.713	0.224	-5.0	2.3
COC(=O)c1cc(OC)c(OC)cc1NC(=S)N1CCCC(CO)C1 (centres undefined)	5.0	1.2	i	0.18	4.2	-0.392	7.2%	1058	i	-0.137	770	-2.1%	13.4%	0.45	-0.108	-4.6	1.0
CC1(C)COC(c2cccc(C3=NC(C)(C)CO3)n2)=N1	12.2	2.3	i	0.27	-16.7	2.57	18.2%	1278	i	-0.0255	620	-0.9%	10.1%	-1.51	1.51	0.8	3.3
COc1ccccc1S(=O)(=O)Cc1ccc(C(=O)NCCN2CCCCCC2)o1	11.2	4.3	i	-0.17	-6.8	0.443	8.3%	1887	i	-0.155	687	-0.2%	13.2%	-0.152	0.355	3.0	3.5
CSc1cccc(NC(=O)c2ccco2)c1	1.7	2.0	i	0.28	.	-0.598	-2.0%	1214	i	-0.162	.	-1.8%	-7.7%	0.678	-0.29	-5.6	1.4
O=C(OCC(=O)N(C1CCCCC1)C1CCCCC1)c1cnccn1	7.5	2.6	.	0.14	.	-0.22	-0.8%	1226	i	0.0614	.	-1.5%	14.4%	0.0299	0.754	7.1	2.1
C=CCNC(=S)/N=c1/scc(C)n1C	9.1	3.1	i	0.06	1.6	-0.242	14.1%	1283	i	-0.257	722	-3.9%	6.8%	0.777	0.396	-11.9	1.6
O=S(=O)(c1ccc2nc(SCc3ccc(Cl)cc3)[nH]c2c1)N1CCOCC1	4.2	2.5	i	.	2.8	-0.375	-3.9%	.	i	-0.261	654	-1.4%	1.8%	1.23	-0.139	2.3	1.3

Compound activity from PubChem.
